GLS inh = glutaminase GLS (human) inhibition; O94925; 0.21% of 410,000 active; GLS enzymatic activity, qHTS titration; Potency, µM (doses to about 45.5 µM), for the others: at the top dose activity change, negative = inhibition, most hits filed as inhibitors; note: potency is the fitted concentration of half-maximal effect; % is set by controls: 0 for no effect and ±100 for the full control effect
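hKGA; 45 mM KH2PO4 pH 8.2 + 0.02% Tween-20; cpd via pin tool; 1 mM Gln soln; GluOx/HRP/Amplex Red; RT 30 min; fluor. t0 & final.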
Tb PGK inh = inhibitors of T. brucei phosphoglycerate kinase | P07378 | PGK/GAPDH coupled, Kinase-Glo luminescence, 60 min | Potency, µM (top dose mostly 57.5 µM), for the others: at the top dose activity change, negative = inhibition, actives largely listed as inhibitors | 0.043% of 380,000 active; note: potency is the fitted concentration of half-maximal effect; % is set by controls: 0 for no effect and ±100 for the full control effect; nearly all actives have a fitted effect of over 60% in size
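Recombinant glycosomal PGK reaction used 1,3-bisphosphoglycerate generated in-well by GAPDH (100nM final) in 100mM TEA pH 7.6, 5mM MgCl2, 0.01% Tween-20. After 60 minutes at room temperature, ATP was read by Kinase-Glo Plus luminescence end-point.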
PI4K2A inh = blocks human PI4K2A kinase activity; Q9BTU6; purified PI4K2A, ADP-Glo luminescence, 1 h; hits give low values; activity change, negative = inhibition, % at 76.9 µM; 0.13% of 420,000 active; AID 1346378; in the data active = activity change below about -50%; inconclusive = mostly about -30% to -49%;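 note: -100% = wells without enzyme as full effect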
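PI4K2A activity was measured by ADP-Glo luminescence: enzyme (4 ug/mL stock) and phosphatidylinositol (1.2 mM stock) in Tris pH 7.5/MgCl2/EGTA/Triton X-100 buffer were reacted with ATP (300 microM stock) for one hour at ambient temperature.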
BAZ2B block = inhibitors of human BAZ2B bromodomain | Q9UIF8 | AlphaScreen BAZ2B-H3K14Ac peptide displacement | Potency, µM (top dose mostly 114 µM), for the others: top-dose activity change, negative = inhibition, actives largely listed as inhibitors | 4.4% of 360,000 active; note: potency is the fitted concentration of half-maximal effect; % is set by controls: 0 for no effect and ±100 for the full control effect; nearly all actives have a fitted effect of over 60% in size
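Complex of BAZ2B and biotin-H3K14Ac (50 nM apiece) forms over 30 min at RT, then faces library compounds up to 110 uM for another 30 min; AlphaScreen beads added, 20 min dark incubation, luminescence read.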
Pin1 inh = blocks the human prolyl isomerase Pin1 | AID 504891 | 0.009% of 390,000 active | Potency, µM (top dose mostly 115 µM), for the others: top-dose activity, negative = inhibition, most hits filed as inhibitors | Pin1 FP peptide displacement, HiFluor488, 10 min | Q13526; active = well fitted inhibition curve with a large enough effect in the polarisation, with a control signal flat, not every such curve was filed as active; inconclusive = small, poorly fitted or top-dose-only effect, or effect the other way, or a change in a side signal; inactive = no such curve, though single readings can be large or run the other way; the % refers to the polarisation; note: potency is the fitted concentration of half-maximal effect; % is set by controls: 0 for no effect and ±100 for the full control effect
Target sequence (Q13526 whole entry, looked up): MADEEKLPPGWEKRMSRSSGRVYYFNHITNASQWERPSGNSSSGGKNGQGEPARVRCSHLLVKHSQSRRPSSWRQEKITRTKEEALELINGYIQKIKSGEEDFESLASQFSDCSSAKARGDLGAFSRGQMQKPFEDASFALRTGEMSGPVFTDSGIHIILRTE
G9a inh = blocks human histone lysine methyltransferase G9a; 8.8% of 350,000 active; G9a H3K9 monomethylation, AlphaScreen, 2 h; Q96KQ7; AID 504332; Potency, µM (series often up to 102 µM), for the others: at the top dose activity, negative = inhibition, most hits filed as inhibitors; note: potency is the fitted concentration of half-maximal effect; % is set by controls: 0 for no effect and ±100 for the full control effect; nearly all actives have a fitted effect of over 75% in size
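G9a (20 nM) preincubated 15 min RT with compounds, then 500 nM biotinylated H3K9 peptide and 20 uM SAM added; 2 h RT reaction. Monomethyl-H3K9 product detected by AlphaScreen with anti-H3K9me1 antibody, streptavidin donor and anti-rabbit IgG acceptor beads.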
ERG Ets-DNA blk = inhibitors of human ERG Ets domain-DNA interaction. P11308. fluorescence polarization, His-ERG Ets domain / labelled DNA. Potency, µM (highest dose often 76.9 µM), inactives show at the top dose FP activity, negative = inhibition, most hits filed as inhibitors. 0.028% of 370,000 active; active = well fitted inhibition curve with a large enough effect in the polarisation, with a control signal flat; inconclusive = small, poorly fitted or top-dose-only effect, or effect the other way, or a change in a side signal; inactive = no such curve, though single readings can be large or run the other way; the % refers to the polarisation;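 note: polarization taken with two DNA probes labelled with fluorescein and Texas red; potency is the fitted concentration of half-maximal effect; % of control where 0% means no effect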
Target sequence (P11308 whole entry, looked up, the tested form may be a part): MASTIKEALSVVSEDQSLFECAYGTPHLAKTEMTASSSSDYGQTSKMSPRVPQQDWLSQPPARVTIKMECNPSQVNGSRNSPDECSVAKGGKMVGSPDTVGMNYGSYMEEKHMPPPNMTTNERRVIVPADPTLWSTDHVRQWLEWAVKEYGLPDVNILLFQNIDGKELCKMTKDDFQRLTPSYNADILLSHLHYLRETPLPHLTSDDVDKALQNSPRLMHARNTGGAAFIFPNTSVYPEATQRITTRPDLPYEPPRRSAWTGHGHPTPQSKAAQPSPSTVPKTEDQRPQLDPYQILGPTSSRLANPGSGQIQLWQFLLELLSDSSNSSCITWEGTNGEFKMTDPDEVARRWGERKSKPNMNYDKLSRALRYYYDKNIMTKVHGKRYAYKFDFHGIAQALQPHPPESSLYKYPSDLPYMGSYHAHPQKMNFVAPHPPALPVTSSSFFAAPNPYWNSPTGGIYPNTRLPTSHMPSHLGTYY
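His-tagged ERG Ets domain (1 uM in the protein solution; 300mM KCl, 50mM Tris-HCl, 1mM EDTA, 1mM DTT, pH 7.5) received compound, then a probe mix of 5 nM fluorescein-DNA and 100nM Texas-615-DNA. Fluorescence polarization was read for both dyes.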
JMJD2A Tudor = blocks the human JMJD2A Tudor domain | O75164 | AlphaScreen JMJD2A-Tudor / H3K4me3 peptide binding | 4.4% of 390,000 active | Potency, µM (series often up to 114 µM), for inactives: top-dose activity change, negative = inhibition, usual class: inhibitors; note: potency is the fitted concentration of half-maximal effect; % is set by controls: 0 for no effect and ±100 for the full control effect; nearly all actives have a fitted effect of over 50% in size
HP1b chromo inh = HP1-beta chromodomain-methylated histone interaction inhibition; P83916; 0.56% of 390,000 active; AlphaScreen HP1-beta / biotin-H3K9me3 peptide binding; Potency, µM (doses to about 114 µM), for inactives: top-dose activity change, negative = inhibition, actives largely listed as inhibitors; AID 540317; note: potency is the fitted concentration of half-maximal effect; nearly all actives have a fitted effect of over 70% in size; inactives centre near 23
Target sequence (P83916 whole entry, looked up): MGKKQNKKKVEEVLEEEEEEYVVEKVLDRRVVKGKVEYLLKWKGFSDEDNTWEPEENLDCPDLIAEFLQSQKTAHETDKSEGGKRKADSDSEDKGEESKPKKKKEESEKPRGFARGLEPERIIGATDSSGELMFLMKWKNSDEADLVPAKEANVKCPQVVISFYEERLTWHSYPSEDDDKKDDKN
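AlphaScreen: HP1-beta (50 nM) preformed 30 min with biotin-H3(1-18)K9me3 peptide (50 nM) in PBS pH 7.4, 0.01% Tween-20. Compound added for 30 min at RT, then streptavidin donor/nickel chelate acceptor beads (10 ug/mL) for 30 min.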
Numbers without * were called inactive; i = inactive; ? = inconclusive; . = no result given; & = joins results of further samples; [ ] = dose if it differs, or a comment. Unless noted, calls come from the whole dose curve; as a rule, active = well fitted curve in the direction sought with a large enough effect; inconclusive = small, poorly fitted or top-dose-only effect, or another doubt; inactive = no such curve, though single readings can be large; an effect the other way counts as inactive or inconclusive.

no. | Molecule | GLS inh | Tb PGK inh | PI4K2A inh | BAZ2B block | Pin1 inh | G9a inh | ERG Ets-DNA blk | JMJD2A Tudor | HP1b chromo inh
1 | Cc1ccc(NC(=O)N2CCCC2C(=O)NCc2ccccc2Cl)cc1 (stereo unspecified) | ? | -12% | -6 | -35% | -1% | -6% | -17% | 3% | 40%[activator]
2 | O=C(C1CC1)N1CCc2[nH]c3ccccc3c2C1 | -3% | 0% | 2 | -31% | -15% | ? | -1% | -11%[57.1 µM] | 12%
3 | O=C1NN(c2ccccc2)C(=O)/C1=C\c1ccc2c(c1)OCO2 | -26% | i | -5 | -25% | . | 50µM* | -2% | ? | 4%
4 | COc1ccc(C2CC(C(F)(F)F)n3nc(C(=O)NCCN4CCOCC4)cc3N2)cc1 (stereo unspecified) | 8% | 2% | 4 | 10% | 8% | -11% | 3% | -10% | 8%
5 | O=C(CN1C(=O)c2ccccc2C1=O)Nc1cc(C(=O)O)cc(C(=O)O)c1 | -2% | -2% | -1 | -9% | 1% | 14% | 5% | -4% | 49%[activator]
6 | Cc1ccc2c(Sc3ccc(Cl)cc3)c(C(=O)N3CCCCC3)[nH]c2c1 | 4% | -9% | -1 | 5% | 53%[activator] | -9%[59 µM] | -3% | -6% | 70%[activator]
7 | C/C(=N\OC(=O)c1cccc(C(F)(F)F)c1)c1sc(-c2ccccc2)nc1C | 0% | -6% | 3 | -2% | 0% | -19%[12.7 µM] | -4% | -1% | 41%[activator]
8 | COc1cc(OC)c(OC)cc1/C=C1\CCC(C2CCCC2)C1=O (stereo unspecified) | -3% | i | -4 | 25µM* | -4% | ? | 8% | ? | -3%
9 | Cc1ccc(/C=C/C(=O)OCC(=O)NC(C)C)o1 | 0% | -4% | -4 | 0% | -1% | 45µM* | -6% | -9% | 6%
10 | CN(CC(=O)Nc1ccc2c(c1)OCO2)S(=O)(=O)c1ccc(F)cc1 | -6% | -1% | 1 | 2% | 3% | -3%[59 µM] | 0% | -15% | -18%
11 | CC(=O)C1=C(c2ccccc2)N(C(C)=O)n2c(nnc2C2CCCCC2)S1 | -2% | -8% | 3 | 6% | 13% | -1%[59 µM] | 4% | 11% | 97%[activator]
12 | O=S(=O)(c1cccc2cccnc12)N1CCCCC1 | 3% | 10% | -2 | 0% | 6% | . | 11% | -5% | 17%
13 | Cc1cc(C)n(-c2nc(NC(C)(C)C)nc(NC(C)(C)C)n2)n1 | -1% | -6% | 4 | 1% | 3% | 15%[0.501 µM] | -19% | ? | 35%
14 | O=C(CCc1ccccc1)Nc1cc2c3c(c1)CCC(=O)N3CCC2 | -12% | -9% | -3 | -12% | -6% | 14% | -15% | 4% | 35%
15 | CCC(C)N(C(=O)c1csnn1)C(C(=O)NC(C)(C)C)c1ccccc1 (stereo unspecified) | -7% | 0% | -6 | -22% | -4% | -17%[59 µM] | -4% | -16%[11.4 µM] | -13%
16 | COC(=O)[C@@H]1CCCN1C(=O)CCc1nnc(C2CCCCC2)o1 | 8% | i | 0 | 10% | -8% | . | 9% | -17% | 36%[activator]
17 | Cc1ccc(-c2nc3cnccn3c2Nc2ccc3c(c2)OCO3)o1 | 15% | 7% | -8 | 50µM* | 2% | 32µM* | -1% | ? | -17%
18 | COC(=O)[C@@]12CCCN1[C@H](c1ccc(-c3ccc(F)cc3)c(OC)c1)[C@H]1C(=O)N(C)C(=O)[C@H]12 | 1% | 9% | 2 | -13% | 11% | 17%[2.33 µM] | -9% | -33% | 11%
19 | CC(OC(=O)c1cccs1)C(=O)NC1CC1 (stereo unspecified) | -1% | 1% | 1 | 6% | -3% | 24% | -5% | -3% | 11%
20 | O=C(CSc1nc(Nc2ccc(F)c(F)c2)c2ccccc2n1)c1ccc(Cl)cc1 | -5% | 1% | 1 | -11% | 65%[activator] | 3%[59 µM] | 4% | -16% | 17%
21 | C#CCOCCOCCOCCNc1nc(N2CCN(C(=O)[C@H](CCCCN)n3cc(CN)nn3)CC2)nc(N2CCN(C(=O)[C@H](CC(N)=O)n3cc(C(N)[C@H](C)CC)nn3)CC2)n1 (stereo partly specified) | 1% | -7% | -9 | . | 0% | . | 3% | 40µM* | 15%
22 | CCC(CO)NC(=O)c1cc2c(s1)CCC2 (stereo unspecified) | 7% | -1% | -4 | -3% | -11% | ? | 3% | 0% | 10%
23 | O=C(c1cc2c(s1)CCCC2)N1CCN(S(=O)(=O)c2ccccc2)CC1 | 6% | 1% | 1 | -3% | 0% | -30% | 1% | -13% | 8%
24 | COc1ccc(Br)cc1CNC(=O)c1ccc2c(c1)nc1n2CCC(C)C1 (stereo unspecified) | -4% | 1% | 2 | 2% | 1% | -8%[59 µM] | 0% | -5% | 23%[57 µM]
25 | O=C(NCC(O)c1ccc([N+](=O)[O-])cc1)C1CCCCC1 (stereo unspecified) | 3% | 0% | -1 | -12% | -1% | -5% | 2% | -15% | 53%[activator]
26 | C=CCNc1nc(Cl)nc(Nc2cc(Cl)ccc2OC)n1 | -9% | -5% | 2 | 7% | 0% | . | 4% | ? | -1%
27 | COc1ccc(CN(C(=O)c2snc(C(N)=O)c2N)C(C(=O)NC2CCCC2)c2ccc(OC)c(OC)c2)cc1 (stereo unspecified) | -3% | 0% | 6 | -8% | 3% | -11% | -2% | -16% | 32%
28 | Nc1c(N(Cc2ccco2)C(=O)c2cccc(F)c2)c(=O)[nH]c(=O)n1Cc1ccccc1 | -6% | -14% | -10 | -6% | -9% | -3%[12.7 µM] | 18% | -9% | 23%
29 | CCCCNC(=O)CCn1c(=O)c2ccccc2n(Cc2cccc(Cl)c2)c1=O | 3% | -7% | -1 | 5% | -3% | 9%[59 µM] | -2% | -6% | -15%
30 | Cc1ccc(-c2nc(N)n(C(=O)c3cccs3)n2)cc1 | 2% | 5% | 0 | -26% | -4% | 19%[59 µM] | 1% | -2% | 33%
31 | COc1ccccc1NC(=O)Cc1ccc(-c2ccccc2)cc1 | -3% | -4% | -1 | 22% | ? | 53%[activator][59 µM] | 12% | 24% | 93%[activator]
32 | Cc1nn(C)c(C)c1S(=O)(=O)NCc1cccs1 | -1% | -1% | 0 | -3% | 2% | -11%[12.7 µM] | -1% | 0% | 21%
33 | CCc1ccc(NC(=O)CC2C(=O)N(c3ccc(C)cc3)C(=O)N2C2CCCC2)cc1 (stereo unspecified) | -17% | 0% | 4 | -5% | 18% | 11%[59 µM] | -4% | -1% | 17%
34 | O=C(OCC(=O)N(CCc1ccccc1)Cc1ccccc1)c1ccccc1O | 1% | -3% | -5 | 17% | 19% | ? | 6% | 34% | 84%[activator]
35 | Cc1cccc(C(=O)NCC(c2ccco2)S(=O)(=O)c2cccs2)c1 (stereo unspecified) | -10% | 14% | 1 | -7% | 2% | 1%[59 µM] | 1% | -2% | 23%
36 | COc1ccc(CCN2CC(C(=O)Nc3nccs3)CC2=O)cc1OC (stereo unspecified) | -8% | -6% | -1 | . | -1% | . | 6% | -13% | 29%
37 | O=C(Nc1ccc(OC(F)(F)F)cc1)C1CC(=O)N(Cc2ccco2)C1 (stereo unspecified) | 15% | 8% | 1 | -23% | 0% | 10%[12.7 µM] | -4% | -10% | 11%
38 | CC(C)Cc1cc(C(=O)Nc2cc(C(F)(F)F)ccc2Cl)no1 | 9% | 6% | 3 | 57%[activator] | ? | 92%[activator][59 µM] | 5% | -50% | 131%[activator]
39 | CN(CC(=O)Nc1ccc(Cl)cc1)C(=O)c1ccc(-n2cncn2)c([N+](=O)[O-])c1 | 3% | -11% | -3 | 0% | 0% | -4% | -6% | -9% | 16%
40 | O=C(NC(Cc1ccc2c(c1)OCO2)C(=O)N1CCCC1C(=O)O)c1ccccc1 (stereo unspecified) | 1% | -7% | -1 | 2% | ? | 1% | 7% | -2% | 9%
41 | COc1ccc(NC(=O)C(c2ccc(OC)cc2)N(C)C(=O)Cc2cccs2)cc1 (stereo unspecified) | -2%&1% | 1%&-1% | 0&-2 | -13%&-22% | 11%&-1% | -26%[59 µM] | -13%&-7% | -16%&-16% | 12%&9%
42 | COCCCNC(=O)CSc1nc(-c2ccccc2)[nH]c1-c1ccc(C)cc1 | -6% | -2% | 4 | -23% | 23% | -3%[59 µM] | 0% | -27% | -4%
43 | Cc1ccccc1NC(=S)NCCc1ccccc1 | 10% | 2% | -1 | ? | 6% | ? | -3% | 1% | 21%
44 | O=C(CN1CCCCC1)Nc1ccccc1Oc1ccccc1 | 10% | -2% | 2 | 16% | -2% | . | -1% | 20% | 37%
45 | C=CC[C@@H](Cc1ccc(F)cc1)C(=O)OC[C@H]1CCCN1C(=O)[C@H](CC=C)CC(=O)N(CCO)Cc1ccccc1 | 0% | i | 1 | . | -6% | . | 3% | -18% | 13%
46 | Cc1nc(C)n(C(C)CNS(=O)(=O)c2ccc(C)c(C)c2)n1 (stereo unspecified) | -4% | 6% | -3 | 1% | 1% | -3% | 1% | -4% | 23%
47 | C[C@H](CO)N1C[C@H](C)[C@@H](CN(C)C(=O)Nc2ccc3c(c2)OCO3)Oc2c(NC(=O)C3CCCCC3)cccc2C1=O | 6% | -5% | 5 | . | -9% | . | 1% | -16% | 35%
